RBBP9 inh = human RBBP9 hydrolase inhibition. inhibition, % at 7.94 µM. 220,000 compounds, 0.2% hits. O75884. recombinant RBBP9, FP-Rh probe fluorescence polarization. AID 1515;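 active = inhibition above the campaign mean of all tested compounds plus 3 SD, cut at about 14% in these data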;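 note: plate controls were DMSO wells with RBBP9 for no effect and wells lacking RBBP9 protein for full effect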
Target sequence (O75884 whole entry, looked up): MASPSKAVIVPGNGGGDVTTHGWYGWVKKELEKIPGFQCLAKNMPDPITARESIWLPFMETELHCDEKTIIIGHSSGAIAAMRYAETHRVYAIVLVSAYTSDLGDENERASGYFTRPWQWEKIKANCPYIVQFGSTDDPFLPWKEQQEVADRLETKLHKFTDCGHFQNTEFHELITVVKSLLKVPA
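Test system: recombinant human RBBP9. Quantity: 2.5 µM RBBP9 dispensing solution, before mixing. Detection: FP readout at 525/598 nm. Reagent: Serine-hydrolase probe FP-Rh, 375 nM pre-mixing. Measure: % inhibition. Control set: DMSO-treated enzyme wells and wells lacking RBBP9. Buffer or medium: Tris-NaCl-Pluronic buffer, pH 8.0. Times: preincubation 30 min plus labeling 45 min at 25 °C.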
Runt-SMMHC FRET = blocks binding of human RUNX1 Runt domain to CBFb-SMMHC; inhibition, % at 20 µM; Q01196+Q13951; Cerulean-Runt/Venus-CBFb-SMMHC FRET ratio 530/480, 1 h; 220,000 compounds, 0.74% hits; AID 1434;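 active = mean inhibition across duplicate retests at 20 µM reaching about 50%, limit read from the data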;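 note: 0% = DMSO wells and 100% = wells with excess untagged CBFb-SMMHC; inhibitors lower the FRET ratio by blocking Runt binding to CBFb-SMMHC; some results filed as inactive read as strong as hits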
TNF necrop inh = blocks TNF-alpha induced death of Jurkat FADD-/- cells; activation (protection from cell death), % at 10 µM; AID 463075; 220,000 compounds, 0.068% hits; Jurkat FADD-/- TNF necroptosis rescue, ATP luminescence, 24 h; 0 = TNF only, 100 = no-TNF cells;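 active = activation, meaning protection from cell death, of at least 50% relative to plate controls; inactive = activation below 50%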;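 note: necroptosis triggered by 40 ng/mL TNF-alpha added together with compound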
EP2 antag = blocks the human prostaglandin E2 receptor EP2 | P43116 | C6 glioma cells expressing human EP2, cAMP TR-FRET; cells stimulated with saturating PGE2 | inhibition, % at 25 µM | 260,000 compounds, 0.52% hits | AID 1422;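 active = percent inhibition above 40 after rounding to a whole number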;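 note: rat C6 glioma host cells with rolipram phosphodiesterase inhibitor present; the protocol text gives 20 µM as final concentration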
Target sequence (P43116 whole entry, looked up): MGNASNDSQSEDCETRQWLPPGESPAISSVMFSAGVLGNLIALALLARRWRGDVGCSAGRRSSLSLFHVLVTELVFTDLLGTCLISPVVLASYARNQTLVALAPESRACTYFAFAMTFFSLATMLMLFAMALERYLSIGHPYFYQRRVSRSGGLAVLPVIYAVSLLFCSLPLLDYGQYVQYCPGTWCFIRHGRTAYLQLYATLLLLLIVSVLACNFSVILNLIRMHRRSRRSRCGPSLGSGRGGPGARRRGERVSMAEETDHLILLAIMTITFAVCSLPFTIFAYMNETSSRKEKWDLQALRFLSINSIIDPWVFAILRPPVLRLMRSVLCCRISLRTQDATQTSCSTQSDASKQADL
EP2 modulator = modulates human prostaglandin E2 receptor EP2 signaling. 260,000 compounds, 0.83% hits. P43116. induction, % at 25 µM. EP2-expressing cells, cAMP HTRF FRET, PGE2 co-stimulation;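 active = compounds whose cAMP rise, as percent of the full-agonist control response, exceeds 60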;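 note: rat C6 glioma line stably carrying human EP2 under a CMV promoter; the protocol text gives 20 µM as final concentration; 100% = response of wells given 1 µM PGE2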
PERK inh = blocks human PERK kinase; CHO PERK-DD fusion, SEAP luminescence translation reporter; inhibition, % at 5.6 µM; Q9NZJ5; 220,000 compounds, 0.17% hits;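 active = inhibition above the mean inhibition of all tested compounds plus 3 SD, set separately per screening campaign, cut at about 2.9% in these data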;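 note: PERK kinase domain activated by AP20187 dimerizer at 100 nM; 0% = DMSO with dimerizer and 100% = rapamycin at 8.4 µM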
Hck Nef HTS = blocks Nef-activated human Hck kinase; P08631; Recombinant Hck-YEEI plus Nef, Z-Lyte FRET kinase assay; inhibition, % at 20 µM; 220,000 compounds, 0.68% hits;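 active = Hck-Nef kinase inhibition above about 50%, limit read from the data; inactive = inhibition below that limit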;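 note: 0% = DMSO with Hck plus Nef and 100% = Hck alone without Nef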
Target sequence (P08631 whole entry, looked up): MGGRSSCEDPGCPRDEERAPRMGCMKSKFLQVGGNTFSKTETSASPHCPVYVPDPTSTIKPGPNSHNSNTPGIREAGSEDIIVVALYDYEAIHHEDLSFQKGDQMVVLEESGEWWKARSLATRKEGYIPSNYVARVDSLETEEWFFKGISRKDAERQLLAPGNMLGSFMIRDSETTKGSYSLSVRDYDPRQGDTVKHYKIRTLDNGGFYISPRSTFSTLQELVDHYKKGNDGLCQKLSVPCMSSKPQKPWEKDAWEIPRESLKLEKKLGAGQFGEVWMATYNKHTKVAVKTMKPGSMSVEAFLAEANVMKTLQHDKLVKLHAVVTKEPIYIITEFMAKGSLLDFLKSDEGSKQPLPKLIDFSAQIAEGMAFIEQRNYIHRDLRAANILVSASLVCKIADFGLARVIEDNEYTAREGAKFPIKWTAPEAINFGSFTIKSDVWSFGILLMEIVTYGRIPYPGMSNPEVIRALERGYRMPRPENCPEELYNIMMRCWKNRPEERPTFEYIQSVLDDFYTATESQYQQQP
L929 necroptosis = L929 zVAD cell death inhibition | L929 zVAD necroptosis rescue, ATP luminescence, 24 h; with zVAD 60 µM | viability rescue, % at 10 µM | 220,000 compounds, 0.38% hits | AID 1377;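 active = activation, scaled between plate controls, above about 75%, limit read from the data; inactive = activation under that limit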;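 note: 0% = zVAD with DMSO and 100% = DMSO alone without zVAD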
Runt-CBFb FRET = inhibitors of human RUNX1 Runt domain binding to CBFb; Cerulean-Runt/Venus-CBFb FRET ratio 530/480, 1 h; AID 1496; inhibition, % at 20 µM; Q01196+Q13951; 220,000 compounds, 0.46% hits;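 active = inhibition over about 50% at 20 µM in the single-dose screen, limit read from the data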;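 note: 0% = DMSO wells and 100% = excess unlabeled CBFb competitor control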
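Assay system: Cerulean-Runt domain / Medium: Tris 50 mM pH 7.5, KCl, K2SO4, 0.01% BSA / Timing: protein complex preformed 1 h, compound exposure 1 h, room temperature, dark / Measured by: FRET, excitation 422 nm, emission at 530 and 480 nm / Evaluation: loss of energy transfer signal / Control set: 5 µM unlabeled CBFb as full-inhibition high control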
The depositor's hits bear a star; nt = no result given; & = joins results of further samples. A portion of the library; the hit share may differ from the screen's.

The opening 2 compounds, to show the layout:
SMILES | RBBP9 inh | Runt-SMMHC FRET | TNF necrop inh | EP2 antag | EP2 modulator | PERK inh | Hck Nef HTS | L929 necroptosis | Runt-CBFb FRET
Cc1ccc(NC(=O)CN(C)Cc2ccc(F)cc2)c([N+](=O)[O-])c1 | -6 | -4 | 3.0 | 11 | -1 | -0.1 | 0 | 0.7 | -2
Nc1nc(SCc2ccc(Cl)cc2Cl)nc2nc3c(cc12)CCCC3 | -6 | -7 | 0.6 | 0 | -28 | 2.8 | 6 | 0.4 | -1

Results, from the start:
SMILES | RBBP9 inh | Runt-SMMHC FRET | TNF necrop inh | EP2 antag | EP2 modulator | PERK inh | Hck Nef HTS | L929 necroptosis | Runt-CBFb FRET
Cc1ccc(NC(=O)CN(C)Cc2ccc(F)cc2)c([N+](=O)[O-])c1 | -6 | -4 | 3.0 | 11 | -1 | -0.1 | 0 | 0.7 | -2
Nc1nc(SCc2ccc(Cl)cc2Cl)nc2nc3c(cc12)CCCC3 | -6 | -7 | 0.6 | 0 | -28 | 2.8 | 6 | 0.4 | -1
CCOC(=O)C1=C(C)NC(C)=C(C(=O)OCC)C1C(=O)OCC(=O)NC | -12 | 22 | -1.8 | 6 | -2 | 0.2 | 8 | -0.8 | -2
Cc1cc(C)n(CC(=O)N/N=C/c2ccc([N+](=O)[O-])s2)n1 | -6 | -2 | -13 | 3 | -21 | 0.0 | 12 | 0.9 | 5
CC(/C=C1\SC(=O)N(CC(=O)Nc2ccc(O)cc2)C1=O)=C\c1ccccc1 | -10 | -2 | 1.4 | 2 | 2 | -0.3 | 5 | 2.2 | 0
CC(C)CC(COCc1cccc(C(F)(F)F)c1)N1CCN(C(=O)c2cccc(C(F)(F)F)c2)CCC1=O (stereo unspecified) | -4 | -9 | 3.2 | 5 | 48 | -0.5 | -6 | 1.8 | -13
COc1ccc(C(=O)Nc2c(F)c(F)c(F)c(F)c2F)c(OC)c1 | -4 | 3 | -3.4 | 11 | 8 | 0.0 | 2 | 0.0 | -2
Cc1ccc2oc(-c3ccco3)nc2c1 | -9 | -2 | 0.2 | 9 | -35 | 1.1 | 1 | 3.0 | -2
Cc1nc2ccccc2nc1N1CCCCC1 | -4 | 2 | 1.0 | 16 | 5 | -0.3 | 0 | 1.9 | -1
COc1ccc(CCNc2ncnc3c2[nH]c2cc(OC)c(OC)cc23)cc1OC | 7 | -1 | -7.1 | 9 | -16 | 1.2 | 13 | 2.3 | 1
COc1ccc(N2C(=O)CC(NNC(=O)c3cc(C)oc3C)C2=O)cc1 (stereo unspecified) | -3 | -3 | -1.2 | 4 | 21 | -0.3 | 5 | 3.3 | 0
CCn1c(SCC(=O)NCc2ccco2)nnc1-c1ccncc1 | -12 | 0 | 0.0 | 15&6 | 9&18 | 0.1 | 25 | 1.5 | -1
Cc1cccc(NC(=O)CCSc2nc(C)cc(C)n2)c1 | -10 | 1 | -1.3 | 7 | -22 | 0.7 | 1 | -0.2 | 2
Cc1cc(C)cc(NC(=O)CSc2nc3c(c(=O)[nH]2)CN(Cc2ccc(F)cc2)CC3)c1 | -6 | -5 | -1.8 | 5 | 20 | 0.0 | 1 | -0.8 | -8
O=C(NNc1nc2ccc(Cl)cc2s1)c1cc(-c2cccs2)nc2ccccc12 | -6 | -22 | -1.8 | 16 | -15 | 0.8 | -3 | nt | 0
Clc1ccc(OCc2cc(-c3ccccc3)no2)cc1Cl | -8 | -4 | -2.0 | 18 | -8 | 0.9 | 2 | 0.1 | -3
Cc1ccc(C(=O)N/C(=C/c2ccc(Cl)cc2)C(=O)Nc2cccc(C(=O)O)c2)cc1 | -5 | -8 | 2.4 | 7 | 3 | 1.0 | 4 | 0.9 | 0
O=C(CN1C(=O)NC2(CCCCCC2)C1=O)N1CCC(Cc2ccccc2)CC1 | -10 | 4 | -1.0 | 10 | -29 | -1.4 | 0 | 0.2 | -2
COCCn1c(C)cc(C(=O)COc2nc3ccccc3nc2C)c1C | 6 | 2 | -2.8 | 18 | -11 | -0.1 | 0 | -0.7 | 0
COc1cccc(-n2cc(CN(C)Cc3nc(Cc4cccc(F)c4)no3)cn2)c1 | -8 | 0 | 1.7 | 13 | -48 | -0.1 | 8 | 0.8 | -1
CCN(CC)CCC#CC(O)(c1ccccc1)c1ccccc1 | -11 | 0 | 1.9 | 3 | 3 | -0.2 | 3 | -0.6 | -5
CCOC(=O)/C(C#N)=C/c1cc2cc(C)c(C)cc2nc1Cl | -1 | 0 | 0.5 | 3 | 1 | 1.5 | 33 | 0.0 | -1
COc1ccc(OCC(=O)Nc2ccc(S(=O)(=O)Nc3nc(C)cc(C)n3)cc2)cc1 | -7 | -1 | 1.1 | 8&2 | 1&-3 | -1.0 | -17 | 0.5 | 1
Cc1ccc(Cn2c(NS(=O)(=O)c3ccccc3)nc3ccccc32)cc1 | -12 | 1 | -5.0 | 6 | 56 | -0.6 | -1 | -0.5 | 0
CC(C)Cn1c(N)c(C(=O)COC(=O)c2ccc3ccccc3n2)c(=O)n(C)c1=O | -7 | nt | -2.8 | 3 | -21 | -1.2 | 7 | -0.1 | nt
COc1cccc(OCCc2c(C)n[nH]c2C)c1 | -4 | -1 | -1.5 | 9 | 2 | 0.7 | -24 | -0.7 | 1
COc1ccc2c(c1)O[C@@H](c1cccc(C(F)(F)F)c1)[C@H](O)C2=O | -4 | -8 | -0.1 | nt | 30 | 1.5 | -8 | 0.7 | 0
CC(C)c1ccc(-c2nnn(Cc3nc4ccccc4s3)n2)cc1 | -4 | -3 | 0.9 | 4 | -13 | 1.3 | 1 | -0.1 | -2
CCOC(=O)c1c(-c2cccs2)csc1NC(=O)CN1CCOCC1 | -8 | 0 | 0.2 | 11 | 69* | -0.8 | -1 | 27 | -4
O=C(COC(=O)c1ccc(S(=O)(=O)N2CCOCC2)cc1)NC1CCCC1 | 1 | 6 | -2.6 | 9 | 3 | 0.1 | -1 | -0.1 | -1

Single values from the list.
`Cc1cc(C)n(CC(=O)N/N=C/c2ccc([N+](=O)[O-])s2)n1` @ PERK inh = 0.0
`Cc1ccc(Cn2c(NS(=O)(=O)c3ccccc3)nc3ccccc32)cc1` @ EP2 antag = 6
`CCn1c(SCC(=O)NCc2ccco2)nnc1-c1ccncc1` @ RBBP9 inh = -12
`COc1ccc(N2C(=O)CC(NNC(=O)c3cc(C)oc3C)C2=O)cc1` (stereo unspecified) @ Hck Nef HTS = 5

Following part
SMILES | RBBP9 inh | Runt-SMMHC FRET | TNF necrop inh | EP2 antag | EP2 modulator | PERK inh | Hck Nef HTS | L929 necroptosis | Runt-CBFb FRET
C=CCN(C(=O)c1ccccc1)c1ccc(OC)cc1 | -2 | -2 | -6.2 | 11 | 6 | 1.0 | -2 | 0.2 | 1
Cc1cc(C)c(S(=O)(=O)Nc2ccc[nH]c2=O)c(C)c1 | -2 | -7 | -1.8 | 10 | 5 | -0.2 | 8 | -0.4 | 2
CC(=O)Nc1ccc(NC(=O)[C@@H]2CCCC[C@@H]2C(=O)O)cc1 | 2 | 1 | -0.3 | 5 | 26 | 1.7 | -1 | 0.3 | 0
CCc1cc(=O)oc2cc(OC(C)C(=O)O)c(Cl)cc12 (stereo unspecified) | -5 | -4 | 1.3 | 5 | -9 | 0.3 | -4 | 1.8 | 0
COc1ccc(/C=N/NC(=O)C2c3ccccc3-c3ccccc32)cc1 | -7 | 0 | 1.8 | 8 | 0 | 0.2 | 3 | 2.2 | -2
CCOC(=O)c1cc(-c2cccs2)nn1CCC#N | -3 | 0 | -3.1 | nt | 1 | 0.6 | 2 | 0.0 | -2
O=C(OCC(=O)N1CCCCCC1)c1ccc(S(=O)(=O)N2CCOCC2)cc1 | -2 | -7 | 0.8 | 4 | 10 | 0.5 | 34 | 0.4 | 0
O=C(NCCc1c[nH]c2ccccc12)/C(=C\c1ccco1)NC(=O)c1ccco1 | -7 | 0 | 0.2 | 7 | 0 | -0.1 | 0 | -0.2 | 0
O=C(CSc1nc2cc(Cl)ccc2s1)NC(=O)NCc1ccco1 | -6 | 3 | 0.3 | 17 | -13 | 0.3 | 1 | 0.7 | 14
CSc1ccc2c(c1)N(CCC1CCCCN1C)c1ccccc1S2 (stereo unspecified) | 2 | 1 | -3.4 | 13&11&14 | -19&-2&-17 | -2.2 | 3 | 3.1 | -2
O=C1CC(C(=O)Nc2ccccc2C(=O)O)C(c2ccccc2)O1 (stereo unspecified) | -5 | -2 | 0.5 | 6 | 25 | 1.2 | -1 | 2.6 | 0
CC(=O)Cc1nsc(NC(=O)c2cc(-c3ccc(Cl)c(Cl)c3)oc2C)n1 | -7 | -15 | -1.1 | 9 | -16 | 1.1 | 3 | 0.5 | -2
CCn1c(SCC(=O)c2ccc(O)c(O)c2)nnc1-c1ccccc1 | 0 | 0 | -5.3 | nt | 4 | 0.6 | 0 | 1.0 | 3
Cc1nc(C(=O)Nc2ccc(F)cc2)nn1-c1ccc([N+](=O)[O-])cc1 | 2 | 3 | -0.8 | 2 | 3 | 1.4 | 0 | 0.2 | -2
O=C(N/N=C/c1cccs1)c1cc(-c2cccc3ccccc23)n[nH]1 | -18 | 0 | -2.7 | 8 | 0 | -0.1 | 6 | 13 | 0
O=C(c1ccccc1)N1CCN(CC(O)COC2CCCCC2)CC1 (stereo unspecified) | -1 | 0 | 0.7 | 12 | 19 | 0.1 | 1 | -0.1 | -1
Cc1[nH]c(=O)[nH]c(=O)c1Cc1cccc2ccccc12 | 1 | 0 | -0.8 | 10&3 | -6&-16 | 0.4 | 22 | 0.7 | -2
O=C(CCn1cnc2ccccc2c1=O)Nc1nc(-c2ccc(Br)cc2)cs1 | 1 | -10 | 0.9 | 10 | 0 | 1.1 | 5 | 0.5 | -3
COc1ccc(NC(=S)NC(NC(=O)c2ccccc2Cl)C(Cl)(Cl)Cl)c([N+](=O)[O-])c1 (stereo unspecified) | -5 | -3 | -1.5 | 28 | 7 | -0.6 | -1 | 1.4 | -1
CCC1(C)Cc2c(sc(NC(=O)CCC(=O)O)c2C#N)CO1 (stereo unspecified) | 0 | -58 | -0.3 | nt | -3 | 0.4 | 0 | -0.3 | 1
O=C(Nc1c2c(nn1-c1ccc(F)cc1)CS(=O)(=O)C2)c1ccc(S(=O)(=O)N2CCOCC2)cc1 | -5 | 0 | -0.2 | 3 | -11 | 0.1 | -4 | 0.9 | 2
